SENP7 inh: blocks the human protease SENP7; Q9BQF6; recombinant SENP7, Z-RLRGG-aminoluciferin luminescence, 40 min; inhibition, % at 5 µM; 330,000 compounds, 1.5% hits;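 active means inhibition above about 50% at the single test dose, limit read from the data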;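 further: plate controls were DMSO with enzyme for no effect and no enzyme buffer wells for full effect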
SENP1 inh: blocks the human SENP1 SUMO protease catalytic domain. Q9P0U3. recombinant SENP1 catalytic domain, CyPet-SUMO1-YPet FRET cleavage. inhibition, % at 10 µM. 360,000 compounds, 0.21% hits;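 active means inhibition at least 30% at 10 µM, raw YFP signal under a set limit, fluorescence ratio 0.5 to 1.5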;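 further: 0% = enzyme with DMSO and 100% = no enzyme wells; some results filed as inactive read as strong as hits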
Target sequence (Q9P0U3 419-644 limits assumed): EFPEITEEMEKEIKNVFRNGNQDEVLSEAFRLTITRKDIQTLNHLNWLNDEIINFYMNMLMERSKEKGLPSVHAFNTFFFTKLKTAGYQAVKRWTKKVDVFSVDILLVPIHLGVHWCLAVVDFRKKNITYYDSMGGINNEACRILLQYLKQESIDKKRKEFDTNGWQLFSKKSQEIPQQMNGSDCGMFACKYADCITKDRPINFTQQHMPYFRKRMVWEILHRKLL
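Controls: no-enzyme wells low, DMSO-plus-enzyme wells high control. Test system: human recombinant His6-tagged SENP1 catalytic domain enzyme. Reagent: SFCypet-SUMO1-SFYpet FRET protein substrate, 25 nM final. Doses: one dose per compound, 10 µM, 0.5% DMSO. Detection: FRET, CFP and YFP emission. Timing: 50 min reaction at room temperature.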
UBC13 inh: inhibitors of human UBC13 polyubiquitin chain formation; TR-FRET; inhibition, % at 20 µM; P61088; 330,000 compounds, 0.47% hits; in the data active means inhibition above about 45%, passing the limit was not always enough
MIN6 prolif: MIN6 beta-cell proliferation induction; MIN6 cells proliferation, ATPlite luminescence, 48 h; cells starved in 0.2% serum; 100% = growth in 10% serum; proliferation, % at 10 µM; 330,000 compounds, 0.29% hits;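 active means compounds whose signal lies at least 3.5 SD above the mean of all wells on their plate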;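 further: 0% = DMSO-treated cells in low-serum medium and 100% = 10% serum control; some compounds called inactive have numbers as strong as hits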
SENP8 block-1: blocks human SENP8 cleavage of Nedd8 substrate; Q96LD8; recombinant SENP8, Nedd8 substrate fluorescence; inhibition, % at 20 µM; 360,000 compounds, 0.64% hits; AID 602440; in the data active means inhibition mostly above about 40%, no sharp cut-off; inactive means mostly below about 27%
Target sequence (Q96LD8 whole entry, looked up): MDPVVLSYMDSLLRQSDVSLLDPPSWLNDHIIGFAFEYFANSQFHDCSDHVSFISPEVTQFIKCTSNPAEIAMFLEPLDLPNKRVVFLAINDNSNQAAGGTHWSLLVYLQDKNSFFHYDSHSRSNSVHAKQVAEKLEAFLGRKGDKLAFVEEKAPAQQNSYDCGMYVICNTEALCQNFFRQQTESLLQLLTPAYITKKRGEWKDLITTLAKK
SENP8 block-2: inhibitors of human SENP8 protease. Q96LD8. purified SENP8, Z-RLRGG-aminoluciferin cleavage, luminescence. inhibition, % at 10 µM. 330,000 compounds, 1.2% hits. AID 2540; in the data active means inhibition above about 50%
PfGluPho inh: PfG6PD (Plasmodium falciparum) enzyme inhibition; 350,000 compounds, 0.78% hits; PfGluPho enzyme, NADPH resazurin-diaphorase fluorescence; inhibition, % at 20 µM;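 active means inhibition reaching at least a set limit at 20 µM in the primary screen, cut at about 59% in these data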;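 further: 0% = DMSO wells with substrate and 100% = DMSO wells lacking glucose-6-phosphate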
SENP6 inh: SENP6 protease inhibition; Recombinant SENP6 catalytic domain, aminoluciferin luminescence; inhibition, % at 10 µM; 330,000 compounds, 1.8% hits; AID 2599;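 active means inhibition above about 50% at the single tested dose, limit read from the data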;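 further: plate controls were DMSO wells with enzyme for no effect and DMSO wells lacking enzyme for full effect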
Target sequence (Q9GZR1 628-1112 limits assumed): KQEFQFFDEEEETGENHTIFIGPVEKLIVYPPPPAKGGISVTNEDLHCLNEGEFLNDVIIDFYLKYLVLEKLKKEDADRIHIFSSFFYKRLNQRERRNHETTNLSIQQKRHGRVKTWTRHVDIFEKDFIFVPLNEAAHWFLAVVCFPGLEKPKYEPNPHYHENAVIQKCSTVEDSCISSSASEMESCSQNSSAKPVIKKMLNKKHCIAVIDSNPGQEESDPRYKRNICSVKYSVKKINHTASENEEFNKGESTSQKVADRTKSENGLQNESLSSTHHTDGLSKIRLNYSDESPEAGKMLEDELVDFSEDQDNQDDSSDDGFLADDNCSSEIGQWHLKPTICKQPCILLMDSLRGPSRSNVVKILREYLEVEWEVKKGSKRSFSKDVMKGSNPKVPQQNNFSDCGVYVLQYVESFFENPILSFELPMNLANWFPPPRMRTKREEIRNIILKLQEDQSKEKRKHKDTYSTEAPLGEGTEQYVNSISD
HKDC1 inh: HKDC1 (human) hexokinase inhibition | Q2TB90 | recombinant HKDC1, G6PDH/diaphorase resazurin coupled fluorescence | inhibition, % at 20 µM | 340,000 compounds, 0.16% hits | AID 493160;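 active means inhibition above about 35% when tested at 20 µM, limit read from the data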;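 further: plate controls were DMSO wells with enzyme for no effect and DMSO wells lacking enzyme for full effect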
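Assay system: in-house recombinant HK5 (HKDC1) enzyme. Input: HKDC1 at 5 µg/mL. Medium: Tris pH 8.0 buffer with MgCl2, Tween-20, BSA, BME. Dosing: single 20 µM dose. Schedule: 90 min reaction incubation at room temperature, dark. Signal: resazurin-to-resorufin fluorescence via G6PDH and diaphorase coupling, 525/613 nm. Controls: DMSO-enzyme wells negative, buffer-substituted wells positive.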
* marks the source's active call; other numbers are inactive results; x = not tested or not shown.

molecule | SENP7 inh | UBC13 inh | SENP8 block-1 | MIN6 prolif | HKDC1 inh | SENP6 inh | PfGluPho inh | SENP1 inh | SENP8 block-2
COCCCn1c(SCC(=O)NNC(=O)c2cccc(O)c2)nnc1-c1ccncc1 | -17 | 15 | 6 | -1 | 4 | 1 | 1 | 0 | -8
CS(=O)(=O)c1nc2c(cc1C#N)CCCC2 | -3 | 1 | -7 | 2 | -6 | 0 | -9 | 2 | -5
COC(=O)C1=C(C)N(CCc2cc(OC)c(OC)c(OC)c2)C(=O)N[C@H]1c1cccs1 | -1 | 1 | x | 0 | x | -1 | x | x | -2
O=C(C[n+]1cccc(C(=O)Nc2ccccc2)c1)c1ccc([N+](=O)[O-])cc1 | -8 | -15 | 39 | 0 | -1 | 5 | 6 | 2 | -1
N#Cc1c(N)nc(SCc2ccncc2)c(C#N)c1-c1cccs1 | -3 | 26 | -62 | -5 | 10 | -9 | 13 | 3 | -7
Cc1ccc(-c2nc3c(Cl)cc(Cl)cc3c(=O)n2O)cc1 | 8 | 2 | -31 | -4 | 2 | 14 | -42 | 0 | -1
COc1ccc(NC(=O)CCCNC(=O)Cn2cnc3sc(C)c(C)c3c2=O)cc1OC | 8 | 1 | 19 | -2 | 2 | -15 | -4 | 2 | -3
O=C(NCc1cccnc1)C1CCCN(Cc2cnn(-c3ccccc3)c2-n2cccc2)C1 (stereo not drawn) | 1 | -1 | 9 | -1 | -8 | 8 | -7 | 3 | -1
O=C(COC(=O)c1ccc([N+](=O)[O-])s1)NNC(=O)c1ccccc1 | 45 | -25 | 48* | 0 | 1 | 70* | 8 | 0 | 75*
O=c1[nH]c2ccc(NC(=S)Nc3ccc(Cl)cc3Cl)cc2[nH]1 | 4 | 15 | 12 | 0 | -5 | 3 | 18 | -1 | -7
COc1ccc(CCNC(=O)CN2CCN(c3cccc(Cl)c3)CC2)cc1OC | -12 | 2 | 27 | 3 | 3 | -11 | -10 | 4 | -9
CCC1S/C(=C(\C#N)C(=O)NCc2ccco2)N(c2ccc(F)cc2)C1=O (stereo not drawn) | 6 | 1 | 13 | 1 | -6 | -3 | -5 | 0 | 0
CCOC(=O)c1cc2sc(C)cc2n1CC(=O)Nc1cccc(C)c1C | 5 | -7 | 16 | -4 | -11 | 1 | -4 | 0 | 6
CCN1CCCC1CNCc1ccc(Cl)cc1Cl (stereo not drawn) | -16 | -3 | 8 | -1 | -13 | -3 | -6 | 0 | -13
O=C(CN1CCN(Cc2ccc(Cl)cc2)C1=O)NCCN1CCCC1 | -1 | 11 | 8 | -4 | -2 | -6 | -2 | -6 | 2
O=C(Cc1cccc(NC(=O)C2CCN(C(=O)c3ccccc3)CC2)c1)Nc1cccc(C(=O)N2CCCC2)c1 | -3 | -11 | 9 | 0 | -6 | 1 | -13 | 2 | -10
COc1ccc(C(=O)Nc2ccc3nc(C)c(C)nc3c2)cc1 | -3 | -2 | -296 | 5 | -4 | 4 | 27 | 0 | -8
O=C(NCc1ccccc1)NC1(C(=O)N2CCCC2)CCCCC1 | 10 | 8 | 31 | 1 | -1 | -10 | -2 | -1 | -1
COc1ccc(CNC(=O)C2CSC(c3ccc(OC)cc3)N2C(C)=O)cc1 (stereo not drawn) | 1 | 8 | 2 | -1 | -6 | 6 | -6 | 2 | 5
OCC1OC(c2ccccc2)OC2COC(c3ccccc3)OC12 (stereo not drawn) | x | x | 8 | x | -10 | x | 3 | -1 | x
CC(=O)Nc1ccc(NC(=O)C(C)Oc2ccc(C)nc2[N+](=O)[O-])cc1 (stereo not drawn) | -2 | -2 | 17 | 5 | -4 | -4 | 9 | -2 | 0
COc1ccc(C(=O)N/N=C/c2ccc(N(C)c3ccccc3)cc2)cc1 | -5 | 9 | -394 | -3 | 0 | -31 | 6 | -77 | -11
COc1ccccc1OCc1nnc(SCC(=O)Nc2nnc(C3CC3)s2)n1C | 7 | 1 | 12 | 2 | -6 | -22 | -17 | 0 | 2
C=C(C)C(=O)Oc1ccc(N2C(=O)[C@@H]3C4C=CC(C4)[C@@H]3C2=O)cc1 | -2 | -6 | 10 | 0 | -3 | -22 | 6 | 6 | -10
O=C(O)CCC(=O)N1N=C(c2ccccc2)CC1c1ccc(Br)cc1 (stereo not drawn) | -2 | -4 | 16 | -3 | -7 | 2 | -27 | 0 | 2
O=C(Nc1cccnc1)C1COc2ccccc2O1 (stereo not drawn) | 0 | 7 | 11 | -1 | -1 | -5 | -6 | 3 | -4
CC(=O)c1cn(CCOc2ccccc2C)c2ccccc12 | -2 | 13 | 9 | -6 | -1 | -2 | 18 | 1 | -1
Cc1nc2cc(NC(=O)NCc3ccccc3)ccc2o1 | -16 | -4 | 4 | 0 | 4 | -6 | 15 | 0 | -11
CCOC(=O)C[N+](CC)(CC)CC#Cc1ccccc1 | 4 | -2 | 14 | 1 | -5 | -23 | -6 | -1 | -3
CC(=O)c1cc(C(=O)N2CCc3c([nH]c4ccccc34)C2C2CCCCC2)[nH]n1 (stereo not drawn) | -20 | 0 | -15 | -5 | -2 | -4 | 5 | -6 | -9

(more compounds)
molecule | SENP7 inh | UBC13 inh | SENP8 block-1 | MIN6 prolif | HKDC1 inh | SENP6 inh | PfGluPho inh | SENP1 inh | SENP8 block-2
O=C(c1nc2nc(-c3cccs3)cc(C(F)(F)F)n2n1)N1CCN(Cc2ccccc2)CC1 | -6 | 7 | -412 | -3 | 3 | -21 | 10 | -15 | -4
N#Cc1cccc2c1-c1ccccc1/C2=N/NC(N)=O | -3 | -2 | 8 | 1 | 7 | 11 | 11 | 4 | -2
CN(C)c1ccc(CN(C(=O)c2ccco2)C2CCS(=O)(=O)C2)cc1 (stereo not drawn) | -1 | -1 | 26 | -2 | -3 | -6 | -8 | -7 | -5
Cc1ccc(NC(=O)CN2CCCC2)c2c1CC(C)(C)O2 | -1 | 4 | 4 | -1 | -6 | -3 | 0 | -1 | -4
COc1cc(C(=O)NNC(=S)NC(=O)c2ccc(F)cc2)cc(OC)c1OC | 4 | -1 | 14 | -1 | -7 | -16 | -14 | 2 | -3
Cc1cnc(NC(=O)CCNC(=O)c2ccccc2Cl)s1 | -3 | -4 | 6 | -3 | 2 | 4 | 4 | 2 | -8
COc1ccc2c(c1OC)C(=O)OC2CC(=O)c1ccc2c(c1)OCO2 (stereo not drawn) | -6 | 6 | -3 | -4 | -12 | -20 | -29 | -1 | -13
CCC1COC(c2cccn2Cc2ccccc2Cl)=N1 (stereo not drawn) | 2 | 5 | 17 | 2 | -1 | 7 | -3 | -1 | -4
O=C(Nc1nc2cc3c(cc2s1)OCO3)c1ccc(N2C(=O)CCC2=O)cc1 | -6 | 5 | -392 | 0 | -6 | -29 | -5 | -12 | -7
Cc1cccc(OCC(=O)Nc2ccc3c(c2)nc(CCN2CCN(c4ccccn4)CC2)n3C)c1 | -6 | 7 | 4 | -3 | -1 | 7 | 1 | 0 | -3
CCCCn1c(=O)[nH]c(=O)c2c1nc(-c1ccccc1F)n2Cc1ccccc1OC | 3 | 11 | -63 | -3 | 11 | -24 | -18 | 0 | 5
Cc1cc(C)nc(SC2CC(=O)N(c3ccc(Cl)cc3)C2=O)n1 (stereo not drawn) | 3 | 2 | 11 | -4 | -6 | 11 | 6 | 3 | -5
CC(=O)N1CCN(C(=O)c2ccc(S(=O)(=O)Nc3ccccc3F)cc2)CC1 | -8 | -10 | 3 | 4 | -3 | -24 | -5 | -1 | -2
CC(C)c1cccc(C(C)C)c1OC(=O)NC(=O)c1c(F)cccc1F | -2 | -4 | 3 | -5 | -1 | 8 | -10 | -1 | 1
COc1ccc(CC(=O)Nc2ccc(N3CCCCC3)cc2)cc1 | -2 | 15 | 6 | 2 | 1 | 0 | 4 | 0 | -9
COc1cc(NC(=O)COc2ccc(Br)cc2)ccc1NC(=O)C(C)C | -2 | 0 | 2 | 0 | -5 | -26 | -9 | 1 | 0
Cc1ccc(SC(C)C(=O)Nc2ccccc2-c2ccccc2)cc1 (stereo not drawn) | 2 | 0 | 23 | 0 | 12 | 8 | 35 | 1 | 7
O=C(CSCc1ccc(F)cc1)N1CCN(c2ccccc2)CC1 | -5 | 9 | 18 | -2 | 8 | -17 | -8 | 0 | 0
Cc1ccc2c(c1)/C(=C/c1ccco1)C(=O)N2 | 1 | -16 | 15 | 0 | 2 | 4 | 24 | -9 | 0
COC1=CC(=O)OC(c2ccco2)C1 (stereo not drawn) | x | x | 11 | x | -5 | x | 0 | 3 | x
CC(OC(=O)[C@@H]1CCCN1C(=O)c1cccs1)C(=O)Nc1cccc([N+](=O)[O-])c1 (stereo partly drawn) | 4 | 11 | 8 | 2 | -2 | 1 | -6 | 1 | 4
NC(=O)c1ccc(C2SCC(=O)N2CCc2ccccc2)cc1 (stereo not drawn) | 2 | 6 | 0 | 0 | -3 | -8 | 7 | -1 | 11
O=C(COC(=O)Cc1ccc(Cl)c(Cl)c1)Nc1ccc2[nH]c(=O)[nH]c2c1 | 0 | 0 | 11 | 0 | 0 | -7 | 15 | 0 | 4
Cc1cc(C)cc(-n2nnc(C(=O)NCc3ccc(Cl)cc3)c2N)c1 | 6 | -7 | 5 | -2 | 6 | 16 | 11 | 0 | 5
COC(=O)C1=C(C(=O)OC)[C@@H]2N(C)c3ccc(OC)cc3[C@@]23C[C@@H](C(=O)OC)N(C(=O)CC(C)C)C3=N1 | -4 | -6 | 10 | -5 | 6 | -11 | 22 | 0 | 0
CC(C)c1ccc(OC(=O)c2cccc(S(=O)(=O)N3CCN(C)CC3)c2)cc1 | -2 | 8 | -1 | 0 | -5 | -4 | 8 | 1 | 0
Cc1ccc(OC(=O)c2cc3ccccc3o2)cc1 | 81* | 2 | 8 | -4 | -6 | 73* | 6 | 5 | 31
COc1cc(-n2c(=O)c3ccccc3n(CC(=O)c3ccccc3)c2=O)cc(OC)c1OC | -3 | 9 | 23 | -4 | -1 | 3 | 0 | 4 | -4
COc1ccc(-n2c(=S)[nH]c3cc(C(=O)N4CCN(c5ccccc5)CC4)ccc3c2=O)c(OC)c1 | 0 | -4 | 17 | -1 | -5 | -8 | -2 | 1 | 6
COc1ccc(C(=O)Nc2c3c(nn2-c2ccc(Cl)cc2)CS(=O)(=O)C3)cc1 | -18 | -5 | 8 | -5 | 1 | -13 | -11 | 1 | -3
COc1cc(OC)cc(C(=O)N[C@H](C(=O)Nc2nnc(C3CC3)s2)C(C)C)c1 | 6 | 8 | 2 | -1 | -5 | 23 | 6 | -2 | 5
CCOc1c(S(=O)(=O)NC2CC(C)(C)NC(C)(C)C2)ccc(Cl)c1Cl | 8 | 24 | 5 | -2 | -7 | 6 | -8 | 0 | 0

Quoted from the listing.
COc1ccc2c(c1OC)C(=O)OC2CC(=O)c1ccc2c(c1)OCO2 (stereo not drawn) in SENP8 block-2 is entered as -13
O=C(CSCc1ccc(F)cc1)N1CCN(c2ccccc2)CC1 in UBC13 inh is entered as 9

Bioassay records: PubChem BioAssay, Sanford-Burnham Center for Chemical Genomics
